Screening results deposited in PubChem by The Scripps Research Institute Molecular Screening Center.
GPR151 activ = activators of human GPR151, primary screen, cell-based, PathHunter beta-arrestin, luminescence; G-protein coupled receptor 151 (Homo sapiens), Q8TDV0; PathHunter beta-arrestin GPR151 cells; activation, % at 11.2 µM; 650,000 compounds, 1% hits; in the data active = activation above about 4.9%;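 note: 0% = median of compound wells and 100% = cells with positive control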
Target sequence (Q8TDV0 whole entry, looked up): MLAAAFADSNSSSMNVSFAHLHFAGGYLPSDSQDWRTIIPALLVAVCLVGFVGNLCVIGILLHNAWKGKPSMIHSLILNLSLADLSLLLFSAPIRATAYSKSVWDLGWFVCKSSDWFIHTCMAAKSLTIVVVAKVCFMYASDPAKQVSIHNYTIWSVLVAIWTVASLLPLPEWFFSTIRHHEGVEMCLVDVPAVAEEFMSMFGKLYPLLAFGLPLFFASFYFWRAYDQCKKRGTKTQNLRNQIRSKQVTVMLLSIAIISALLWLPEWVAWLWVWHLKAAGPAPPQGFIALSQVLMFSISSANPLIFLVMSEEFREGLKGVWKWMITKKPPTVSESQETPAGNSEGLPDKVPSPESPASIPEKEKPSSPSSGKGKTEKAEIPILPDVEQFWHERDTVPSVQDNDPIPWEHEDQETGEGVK
MITF primary = MITF inhibitors, primary screen, biochemical, AlphaScreen, human; AlphaScreen MITF homodimerization, bead proximity signal; 650,000 compounds, 0.91% hits; Microphthalmia-associated transcription factor (Homo sapiens), O75030; inhibition, % at 2.6 µM; in the data active = inhibition above about 50%;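 note: 0% = vehicle wells with protein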
FBW7 act = FBW7 E3 ligase activators, primary screen, biochemical, AlphaScreen, human. 650,000 compounds, 0.13% hits. AlphaScreen FBW7–phospho-cyclin E peptide binding, activator screen. F-box/WD repeat-containing protein 7 (Homo sapiens), Q969H0. AID 1259310, 2017. normalized activity (activation), % at 26.1 µM; in the data active = normalized activity above about 1.9%;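 note: purified mutant Fbw7 with reduced substrate affinity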
Target sequence (Q969H0 whole entry, looked up): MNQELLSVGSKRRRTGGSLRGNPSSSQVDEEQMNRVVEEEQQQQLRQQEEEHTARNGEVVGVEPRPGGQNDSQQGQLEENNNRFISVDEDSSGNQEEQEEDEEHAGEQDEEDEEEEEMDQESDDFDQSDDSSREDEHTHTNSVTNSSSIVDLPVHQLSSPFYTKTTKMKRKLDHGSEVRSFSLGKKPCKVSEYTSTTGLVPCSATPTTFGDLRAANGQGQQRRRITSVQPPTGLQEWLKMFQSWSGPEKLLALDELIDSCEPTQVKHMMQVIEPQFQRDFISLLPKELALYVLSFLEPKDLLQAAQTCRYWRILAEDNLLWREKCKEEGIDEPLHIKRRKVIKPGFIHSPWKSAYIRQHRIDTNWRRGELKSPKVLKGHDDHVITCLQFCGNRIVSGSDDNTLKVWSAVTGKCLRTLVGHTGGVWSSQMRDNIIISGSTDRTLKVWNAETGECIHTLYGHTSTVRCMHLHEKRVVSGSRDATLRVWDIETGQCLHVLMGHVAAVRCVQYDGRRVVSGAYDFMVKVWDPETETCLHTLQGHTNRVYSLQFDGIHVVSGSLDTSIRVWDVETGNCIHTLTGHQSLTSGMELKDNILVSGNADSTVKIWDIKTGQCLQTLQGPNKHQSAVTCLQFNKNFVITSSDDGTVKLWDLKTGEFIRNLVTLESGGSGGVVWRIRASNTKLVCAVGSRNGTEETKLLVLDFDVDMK
TEAD-YAP block = TEAD-YAP interaction inhibition, primary screen, TEAD-YAP interaction inhibitor project, luminescence, HEK-TIYL cells | AID 1259422, 2018 | 640,000 compounds, 1.4% hits | inhibition, % at 9.12 µM | TEAD-Gal4/YAP UAS-luciferase luminescence; in the data active = inhibition above about 32%;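 note: 0% = median of test compound wells and 100% = reference inhibitor wells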
The depositor's hits bear a star.

Results for COC(=O)c1sc(N)c(C(=O)OC)c1COC(=O)c1ccc2c(c1)OCCO2 ?
GPR151 activ: 0.8; MITF primary: 8; FBW7 act: 0.0; TEAD-YAP block: 5

What do the screens show for `CCO/C(C)=C\c1sc2ccc(OC)cc2[n+]1CC`?
GPR151 activ: -0.2; MITF primary: 8; FBW7 act: 0.6; TEAD-YAP block: 8

How did Cc1ccc(C2CC(C(F)(F)F)n3ncc(C(=O)NCc4cccnc4)c3N2)cc1 (configuration not stated) do in these assays?
GPR151 activ: 1.1; MITF primary: -10; FBW7 act: 0.1; TEAD-YAP block: -7

Results for CCOC(=O)c1[nH]c2ccccc2c1NC(=O)c1cccc(OC)c1OC ?
GPR151 activ: 0.0; MITF primary: -5; FBW7 act: 0.0; TEAD-YAP block: -7

Results for CCOC(=O)c1cnn(-c2ccccc2)c1NS(=O)(=O)c1ccc2ccccc2c1 ?
GPR151 activ: -0.2; MITF primary: 12; FBW7 act: 0.3; TEAD-YAP block: -9

How did O=C(COc1cccc(Cl)c1)N/N=C/c1cccnc1 do in these assays?
GPR151 activ: 0.2; MITF primary: -4; FBW7 act: 0.0; TEAD-YAP block: 8

Results for CCCCn1c(CNC(=O)COC)nc2ccccc21 ?
GPR151 activ: 1.4; MITF primary: 19; FBW7 act: 0.1; TEAD-YAP block: 0

What do the screens show for `CC(NC(=O)c1ccccc1Cl)C(=O)O` (configuration not stated)?
GPR151 activ: 0.2; MITF primary: 6; FBW7 act: 0.0; TEAD-YAP block: -3

How did Cc1ccnc(NS(=O)(=O)c2ccc(NC(=O)c3ccco3)cc2)n1 do in these assays?
GPR151 activ: -1.5; MITF primary: 11; FBW7 act: 0.0; TEAD-YAP block: 0

How did O=C(c1ccccc1Cl)N1CCC(c2nc3c(nnn3Cc3ccco3)c(=O)[nH]2)CC1 do in these assays?
GPR151 activ: 0.1; MITF primary: 3; FBW7 act: -0.4; TEAD-YAP block: 1

What do the screens show for `Cn1c(SCC(=O)c2ccccc2F)nc2cccnc21`?
GPR151 activ: -0.3; MITF primary: 4; FBW7 act: -0.1; TEAD-YAP block: -8

Results for NC(=O)c1ccccc1NC(=O)c1cccc(S(=O)(=O)Nc2cccc(Cl)c2)c1 ?
GPR151 activ: 1.1; MITF primary: -6; FBW7 act: 0.0; TEAD-YAP block: 11

How did CCC(C)NC(=O)c1cnn2c(C(F)(F)F)cc(-c3ccc(Br)cc3)nc12 (configuration not stated) do in these assays?
GPR151 activ: 0.0; MITF primary: 2; FBW7 act: 0.1; TEAD-YAP block: -3

Results for Cc1ccc(NC(=O)N(CCCN(C)C)Cc2cc3cc4c(cc3[nH]c2=O)OCO4)cc1 ?
GPR151 activ: -1.6; MITF primary: -4; FBW7 act: -0.3; TEAD-YAP block: -3

What do the screens show for `COc1cccc(-c2csc3ncc(C(=O)N(C)C(C)C)c(=O)n23)c1`?
GPR151 activ: 0.2; MITF primary: 5; FBW7 act: -0.2; TEAD-YAP block: 5

What do the screens show for `C/C(CC(=O)Nc1cccc([N+](=O)[O-])c1)=N\NC(=O)c1ccccn1`?
GPR151 activ: -4.1; MITF primary: 4; FBW7 act: -0.4; TEAD-YAP block: -23

Results for O=C(C1C2CCCCC21)N(CCN(C(=O)C1C2CCCCC21)c1ccccc1)c1ccccc1 (configuration not stated) ?
GPR151 activ: -0.7; MITF primary: -3; FBW7 act: 0.1; TEAD-YAP block: 8

Results for O=C(NCCc1ccc(F)cc1)c1ncoc1-c1cccc(F)c1 ?
GPR151 activ: -0.2; MITF primary: 6; FBW7 act: 0.1; TEAD-YAP block: -5

What do the screens show for `COCCCNC(=O)c1cnn2c(C)c(Cc3ccccc3C)c(C)nc12`?
GPR151 activ: -1.1; MITF primary: 6; FBW7 act: 0.0; TEAD-YAP block: 2

What do the screens show for `Cc1nc2sc(C(=O)Nc3nccs3)c(C)c2c(=O)[nH]1`?
GPR151 activ: -0.4; MITF primary: -6; FBW7 act: -0.1; TEAD-YAP block: -31

How did COc1ccc(C(=O)Nn2cnc3ccccc3c2=O)c(OC)c1 do in these assays?
GPR151 activ: -1.1; MITF primary: -9; FBW7 act: 0.6; TEAD-YAP block: -78

How did O=C1NC(=O)N(C2CCCCC2)C(=O)/C1=C\c1cccs1 do in these assays?
GPR151 activ: -2.4; MITF primary: -3; FBW7 act: -1.0; TEAD-YAP block: -6

Results for Cc1nc2c(C(=O)N3CCCC3)cnn2c(C)c1Cc1ccc(F)cc1Cl ?
GPR151 activ: -0.3; MITF primary: 0; FBW7 act: 0.0; TEAD-YAP block: -7

What do the screens show for `CCn1c2ccccc2c2nnc(SCC(=O)OCN3C(=O)c4ccccc4C3=O)nc21`?
GPR151 activ: 1.5; MITF primary: 2; FBW7 act: -0.1; TEAD-YAP block: 8

Nothing new here: entries from further up.
Results for O=C(NCCc1ccc(F)cc1)c1ncoc1-c1cccc(F)c1 ?
GPR151 activ: -0.2; MITF primary: 6; FBW7 act: 0.1; TEAD-YAP block: -5

What do the screens show for `COCCCNC(=O)c1cnn2c(C)c(Cc3ccccc3C)c(C)nc12`?
GPR151 activ: -1.1; MITF primary: 6; FBW7 act: 0.0; TEAD-YAP block: 2

What do the screens show for `Cc1nc2sc(C(=O)Nc3nccs3)c(C)c2c(=O)[nH]1`?
GPR151 activ: -0.4; MITF primary: -6; FBW7 act: -0.1; TEAD-YAP block: -31

How did COc1ccc(C(=O)Nn2cnc3ccccc3c2=O)c(OC)c1 do in these assays?
GPR151 activ: -1.1; MITF primary: -9; FBW7 act: 0.6; TEAD-YAP block: -78

How did O=C1NC(=O)N(C2CCCCC2)C(=O)/C1=C\c1cccs1 do in these assays?
GPR151 activ: -2.4; MITF primary: -3; FBW7 act: -1.0; TEAD-YAP block: -6

Results for Cc1nc2c(C(=O)N3CCCC3)cnn2c(C)c1Cc1ccc(F)cc1Cl ?
GPR151 activ: -0.3; MITF primary: 0; FBW7 act: 0.0; TEAD-YAP block: -7

What do the screens show for `CCn1c2ccccc2c2nnc(SCC(=O)OCN3C(=O)c4ccccc4C3=O)nc21`?
GPR151 activ: 1.5; MITF primary: 2; FBW7 act: -0.1; TEAD-YAP block: 8

Next section:
What do the screens show for `Cc1cc(C)c(C#N)c(Nc2ccc(Cl)c(Cl)c2)n1`?
GPR151 activ: 2.7; MITF primary: 6; FBW7 act: 0.1; TEAD-YAP block: 5

What do the screens show for `CC(=O)N1CCN(c2ccc(NCc3c(Cl)cccc3Cl)cc2)CC1`?
GPR151 activ: -0.2; MITF primary: 28; FBW7 act: -0.2; TEAD-YAP block: 1

How did CCOc1ccc(N/C=C\C(=O)c2ccc(C)cc2)c([N+](=O)[O-])c1 do in these assays?
GPR151 activ: 1.9; MITF primary: 3; FBW7 act: -0.3; TEAD-YAP block: 4

What do the screens show for `CCCCn1c(-c2ccc(OC)cc2)n[nH]c1=S`?
GPR151 activ: 0.0; MITF primary: 21; FBW7 act: 0.0; TEAD-YAP block: 15

Results for COc1cccc(/C=N/Nc2nncc(-c3ccccc3)n2)c1 ?
GPR151 activ: -1.2; MITF primary: -7; FBW7 act: -0.3; TEAD-YAP block: -10

What do the screens show for `Cc1c(C)c2c(=O)n(-c3ccccc3)[nH]c2[nH]c1=O`?
GPR151 activ: -0.1; MITF primary: -10; FBW7 act: 0.0; TEAD-YAP block: 6

How did C=CCOC(=O)C1=C(C)NC2=C(C(=O)CC(C)(C)C2)C1c1ccccc1OCCCC (configuration not stated) do in these assays?
GPR151 activ: 0.0; MITF primary: 9; FBW7 act: 0.1; TEAD-YAP block: -6

What do the screens show for `Cc1sc(NC(=O)c2cc(-c3ccc(Cl)c(Cl)c3)nc3ccccc23)c(C#N)c1C`?
GPR151 activ: -0.1; MITF primary: -12; FBW7 act: 0.1; TEAD-YAP block: -2

What do the screens show for `CCOC(=O)c1c(C)[nH]c(NC(=O)Nc2ccc(F)cc2)c1C`?
GPR151 activ: -0.5; MITF primary: -4; FBW7 act: 0.0; TEAD-YAP block: 2

What do the screens show for `Cc1cccc(-n2ncc3c(Nc4cccc5ccccc45)ncnc32)c1`?
GPR151 activ: -1.4; MITF primary: 19; FBW7 act: 0.2; TEAD-YAP block: 32*

How did O=C(NCc1ccc(N2CCCC2=O)cc1)c1ccc(F)cc1F do in these assays?
GPR151 activ: 1.6; MITF primary: 7; FBW7 act: 0.0; TEAD-YAP block: -9

Results for CCOC(=O)c1sc([N+](=O)[O-])c(-c2ccccc2)c1NC(=O)c1ccccc1 ?
GPR151 activ: -2.1; MITF primary: 8; FBW7 act: 0.2; TEAD-YAP block: 2

Results for CCOC(=O)C1=C(CC)Nc2ccccc2N=C1NC(=O)Cc1n[nH]c(=O)c2ccccc12 ?
GPR151 activ: 3.8; MITF primary: 2; FBW7 act: 0.0; TEAD-YAP block: 1

What do the screens show for `O=S(=O)(Cc1ccccc1)N1CC2CCCN2c2ccc(C(F)(F)F)cc21` (configuration not stated)?
GPR151 activ: -0.1; MITF primary: 6; FBW7 act: -0.1; TEAD-YAP block: -9

What do the screens show for `COc1ccc(C2C(C(=O)c3ccco3)=C(O)C(=O)N2c2nnc(C)s2)cc1` (configuration not stated)?
GPR151 activ: -0.9; MITF primary: -4; FBW7 act: -0.1; TEAD-YAP block: -9

What do the screens show for `COc1ccc(S(=O)(=O)N2CCC(C(=O)Nc3ccccc3)CC2)c2cccnc12`?
GPR151 activ: -1.2; MITF primary: 21; FBW7 act: 0.0; TEAD-YAP block: -12

Results for O=C(NCc1ccco1)C1CCN(C(=O)c2sccc2-n2cccc2)CC1 ?
GPR151 activ: 0.0; MITF primary: 10; FBW7 act: 0.8; TEAD-YAP block: -1

Results for Cc1c(N2C(=O)S/C(=C\c3cccc([N+](=O)[O-])c3)C2=O)c(=O)n(-c2ccccc2)n1C ?
GPR151 activ: -1.2; MITF primary: -5; FBW7 act: 0.1; TEAD-YAP block: 4

What do the screens show for `C=CC[n+]1c(-c2ccc(C)cc2)csc1NNC(=O)Nc1ccccc1`?
GPR151 activ: 0.3; MITF primary: 9; FBW7 act: 0.5; TEAD-YAP block: 7

What do the screens show for `Cc1c(C(=O)NCC2CCCO2)cnn1-c1nc2c(c(=O)[nH]1)CCCC2` (configuration not stated)?
GPR151 activ: -0.9; MITF primary: 7; FBW7 act: -0.5; TEAD-YAP block: 4

How did COc1ccc(NC(=O)c2cn3ccc(C)cc3n2)c(OC)c1 do in these assays?
GPR151 activ: 0.7; MITF primary: 8; FBW7 act: 0.1; TEAD-YAP block: -9

How did CCOc1ccc(CNCc2c(C(=O)O)n(C)c3cc(OC)ccc23)cc1 do in these assays?
GPR151 activ: -0.1; MITF primary: 4; FBW7 act: 0.0; TEAD-YAP block: 1

What do the screens show for `CCCNc1nc(Nc2ncccn2)nc2c1ncn2-c1ccsc1`?
GPR151 activ: 1.7; MITF primary: -3; FBW7 act: -0.1; TEAD-YAP block: 19

Results for CCOc1ccc(C(=O)CCNCCC(=O)O)cc1 ?
GPR151 activ: -0.3; MITF primary: 6; FBW7 act: 0.1; TEAD-YAP block: 1

What do the screens show for `CCCCN(C)Cc1cc(OC)c(OC)cc1[N+](=O)[O-]`?
GPR151 activ: 1.3; MITF primary: -3; FBW7 act: -0.2; TEAD-YAP block: -6

Results for COc1ccc(CN(CCCN(C)C)CCCN(C)C)c(OC)c1C ?
GPR151 activ: -1.4; MITF primary: 33; FBW7 act: 0.2; TEAD-YAP block: -2

Results for CC(=O)Nc1ccc(S(=O)(=O)NNC(=S)NCC2CCCO2)cc1 (configuration not stated) ?
GPR151 activ: -1.1; MITF primary: 12; FBW7 act: -0.1; TEAD-YAP block: 4

Results for CN(C)c1ccc(C2OC(=O)C(C)(C)C(=O)C2(C)C)cc1 (configuration not stated) ?
GPR151 activ: 1.4; MITF primary: 1; FBW7 act: -0.2; TEAD-YAP block: -2

What do the screens show for `CC1=C(C(=O)N(C)C)C(c2c(F)cccc2Cl)NC(=S)N1` (configuration not stated)?
GPR151 activ: -0.6; MITF primary: -16; FBW7 act: 0.4; TEAD-YAP block: -13

Results for O=C1CSC(c2ccc([N+](=O)[O-])cc2)N1c1ccccc1 (configuration not stated) ?
GPR151 activ: 0.6; MITF primary: -4; FBW7 act: -0.4; TEAD-YAP block: 3

Results for O=C(/C=C/c1ccccc1)c1ccc(O[C@@H]2O[C@H](CO)[C@@H](O)[C@H](O)[C@H]2O)cc1O ?
GPR151 activ: 0.7; MITF primary: 11; FBW7 act: 0.1; TEAD-YAP block: -7

What do the screens show for `COCCCNc1nc2nonc2nc1N1CCc2sccc2C1`?
GPR151 activ: -1.0; MITF primary: -4; FBW7 act: -0.1; TEAD-YAP block: -14

Results for Cc1nc2cc(-c3cccc(F)c3)nn2c(NCc2cccnc2)c1C ?
GPR151 activ: -0.2; MITF primary: 3; FBW7 act: 0.2; TEAD-YAP block: -33

What do the screens show for `CNC(=O)CSc1nc2ccccc2cc1C`?
GPR151 activ: -1.4; MITF primary: 28; FBW7 act: 0.1; TEAD-YAP block: -12

What do the screens show for `CCCN1CCN(c2ncnc3sc(C(=O)Nc4ccccc4OCC)c(C)c23)CC1`?
GPR151 activ: 2.4; MITF primary: 0; FBW7 act: 0.1; TEAD-YAP block: -17

Results for CSCCC(NC(=O)C12CC3CC(CC(C3)C1)C2)C(=O)OCC(=O)c1ccc(Cl)cc1 (configuration not stated) ?
GPR151 activ: 1.9; MITF primary: 1; FBW7 act: 0.9; TEAD-YAP block: 2
